From PubChem BioAssay
RXFP1 ag: RXFP1 (human) receptor agonism; Q9HBX9; Potency, µM (highest dose often 57.5 µM), for the others: at the top dose activation, actives largely listed as activators; HEK293T-RXFP1 cAMP TR-FRET, 30 min; response scale: percent of porcine relaxin response, buffer zero; AID 2676; 370,000 compounds, 0.3% hits; further: potency means the concentration at half of the fitted maximal effect; on the % scale 0 is the no-effect control and ±100 the full control effect; nearly all actives have a fitted effect of over 60% in size; many of its hits are not listed in these tables
Target sequence (Q9HBX9 whole entry, looked up): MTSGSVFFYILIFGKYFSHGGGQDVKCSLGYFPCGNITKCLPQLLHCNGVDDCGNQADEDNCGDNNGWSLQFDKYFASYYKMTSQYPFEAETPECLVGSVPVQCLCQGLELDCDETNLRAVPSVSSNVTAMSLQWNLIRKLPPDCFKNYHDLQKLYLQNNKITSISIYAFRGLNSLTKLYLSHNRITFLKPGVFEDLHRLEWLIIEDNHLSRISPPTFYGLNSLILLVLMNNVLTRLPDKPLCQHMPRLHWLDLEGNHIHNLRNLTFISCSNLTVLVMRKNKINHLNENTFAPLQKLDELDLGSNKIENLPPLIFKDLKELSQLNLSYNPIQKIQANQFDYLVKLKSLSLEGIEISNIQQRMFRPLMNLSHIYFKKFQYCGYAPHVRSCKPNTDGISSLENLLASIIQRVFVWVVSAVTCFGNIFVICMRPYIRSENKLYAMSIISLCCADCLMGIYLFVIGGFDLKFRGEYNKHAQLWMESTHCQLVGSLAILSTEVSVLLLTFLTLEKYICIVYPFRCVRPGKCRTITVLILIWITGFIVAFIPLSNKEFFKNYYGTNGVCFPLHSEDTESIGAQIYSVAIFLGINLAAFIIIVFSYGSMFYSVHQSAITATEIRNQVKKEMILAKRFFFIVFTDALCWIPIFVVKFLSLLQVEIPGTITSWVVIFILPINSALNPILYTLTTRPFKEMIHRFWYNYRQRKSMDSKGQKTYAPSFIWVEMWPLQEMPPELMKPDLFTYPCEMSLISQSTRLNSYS
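HEK293T cells stably expressing RXFP1 were pretreated with the PDE4 inhibitor Ro 20174, exposed to compounds for 30 min at 37C, lysed, and cAMP was read by TR-FRET. Data normalized to buffer (basal) and 29 nM porcine relaxin (100%).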
D1 PAM: potentiators of human D1 dopamine receptor; potentiation, % at 10 µM; AID 504651; P21728; HEK293 TREx D1 cells, calcium flux, dopamine EC20 potentiation; 360,000 compounds, 0.036% hits; in the data active means potentiation above about 30%; further: 0% is about no effect
D1 agonist: agonists of human D1 dopamine receptor. AID 504660. HEK293 T-REx D1 cells, calcium flux, agonist mode. 360,000 compounds, 1% hits. activation, % at 2 µM. P21728; in the data active means activation above about 30%; further: 0% is about no effect
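Tetracycline-induced HEK293 TREx D1 cells, force-coupled to calcium signalling, were dye-loaded with a no-wash calcium kit. Compound was pin-added after a 10 s baseline. Fluorescence was read kinetically at 1 cycle/s for 180 s, with calcium rises flagged as agonism.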
RXFP1 antagonist: RXFP1 (human) relaxin receptor antagonism; HEK293-RXFP1, relaxin-stimulated cAMP HTRF, 30 min; stronger effect = lower value; 350,000 compounds, 0.59% hits; activity change, negative = inhibition, % at 57.5 µM;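 active means activity change of -60% or lower, but not beyond a set lower limit; inconclusive means change between -60% and -40%, or beyond the set limit; inactive means change above -40%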; further: on the % scale 0 is the no-effect control and ±100 the full control effect
D2 PAM: positive allosteric modulators of human D2 dopamine receptor; HEK293 T-REx D2, calcium flux, EC20 dopamine potentiation; 340,000 compounds, 0.34% hits; potentiation, % at 10 µM;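 active means potentiation over 3 SD above the plate norm, cut at about 30% in these data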; further: 0% is about no effect
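Tetracycline-induced HEK293 T-REx cells force-coupled to calcium signalling expressed D2; compounds were pin-added after a 10 s baseline, read kinetically 180 s, then an EC20 dopamine challenge followed with a further 180 s calcium read.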
D1 antagonist: blocks dopamine activation of the human D1 receptor. activity change, negative = inhibition, % at 10 µM. HEK293 TREx D1 cells, calcium flux, dopamine EC80; stronger effect = lower value. 360,000 compounds, 3.2% hits; in the data active means activity change below about -30%; further: on the % scale 0 is the no-effect control and ±100 the full control effect
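Kinetic fluorescence of a calcium dye serves as the read-out. D1-expressing Hek293 Trex cells, induced overnight at 30 C, are exposed to compound for 180 s before an EC80 dopamine addition, then read 180 s further.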
Apoferritin bind: candidate novel general anesthetic via apoferritin binding. 350,000 compounds, 0.074% hits. apoferritin/1-aminoanthracene competitive binding, fluorescence. Potency, µM (highest dose often 77.5 µM), inactives show at the top dose activity change, negative = displacement, hits mostly inhibitors. P02791; further: potency means the concentration at half of the fitted maximal effect; on the % scale 0 is the no-effect control and ±100 the full control effect; nearly all actives have a fitted effect of over 20% in size
Target sequence (P02791 2-175 limits assumed): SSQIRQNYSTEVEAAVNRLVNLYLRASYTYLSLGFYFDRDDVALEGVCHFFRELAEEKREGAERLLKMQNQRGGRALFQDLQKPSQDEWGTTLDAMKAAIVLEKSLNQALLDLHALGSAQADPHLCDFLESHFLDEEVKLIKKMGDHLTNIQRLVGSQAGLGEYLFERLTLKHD
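Concentration-response curves derived by four-parameter Hill fitting of normalized fluorescence, where compounds displaced 1-AMA from 10 uM horse apoferritin following a brief 10 min room-temperature incubation; propofol titration acted as positive control.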
TRHR PAM: allosterically enhances the human TRH receptor. P34981. TRHR cells, fluo-8 calcium fluorescence, EC20 TRH enhancement. enhancement, % at 2 µM. 360,000 compounds, 0.66% hits. AID 493056; in the data active means enhancement above about 30%; further: 0% is about no effect
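Enhancer read-out: after compound pinning and an initial kinetic agonist-mode read, an EC20 of TRH (10 nM final) was injected and fluo-8 calcium signal (Ex 480/Em 530) followed at 1 s/cycle for 100 cycles in TRHR-expressing cells.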
TRHR agonist: agonists of human TRH receptor. P34981. TRHR cells, calcium flux fluo-8, FDSS agonist mode. activation, % at 2 µM. 360,000 compounds, 0.18% hits. AID 493084; in the data active means activation above about 30%; further: 0% is about no effect
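TRHR-expressing cells, plated overnight in medium with 10% serum, were loaded with fluo-8 calcium dye at room temperature. After a 10 s baseline, library compound was pin-added and calcium release was recorded kinetically (ex 480/em 530) as agonist response.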
The depositor's hits bear a star; ? = inconclusive; . = no result given. Unless noted, the call rests on the fitted dose curve; in most records, active means well fitted curve in the direction sought with a large enough effect; inconclusive means small, poorly fitted or top-dose-only effect, or another doubt; inactive means no such curve, though single readings can be large; an effect the other way counts as inactive or inconclusive. This is a subset, so the mix of outcomes need not match the whole.

SMILES	RXFP1 ag	D1 PAM	D1 agonist	RXFP1 antagonist	D2 PAM	D1 antagonist	Apoferritin bind	TRHR PAM	TRHR agonist
CCOc1ccccc1NC1c2ccccc2C(=O)N1c1cccnc1 (stereo not drawn)	-0.1%	-8	-1	8	-4	11	-11%	-5	-0.2
O=C(CCCc1nc2ccccc2s1)NCc1ccccc1	0.1%	-10	3	.	.	-17	2%	2	-0.5
COc1ccc(/C=C2\SC(=O)N(CC(=O)NNC(=O)c3ccccc3O)C2=O)cc1OC	-2.5%	-4	0	-34	11	3	-5%	4	-0.3
CC(C)NC(=O)CN1C(=O)COc2ccc(S(=O)(=O)N3CCCCCC3)cc21	-1.6%	-2	1	.	.	3	-2%	-1	-0.5
Cc1ccc(S(=O)(=O)N2CCN(c3ccc(C(F)(F)F)cc3[N+](=O)[O-])CC2)cc1	-1.3%	-4	3	-8	3	-7	-18%	2	-1.8
C=C(C)C(=O)OCC(C)C	1.4%	-5	-1	.	10	.	.	2	0.5
CCCc1nc(SCC(=O)N2CCCC2)c2c(=O)n(C)c(=O)n(C)c2n1	8.2%	5	1	-3	-2	7	-6%	2	0.2
Cc1cccc(C(=O)NNC(=O)CCC(=O)Nc2cccc(Cl)c2C)c1	-2.4%	8	0	-3	-7	-3	-6%	28	0.0
NNC(=O)CCc1nc2ccc(O)cc2[nH]1	1.1%	-8	0	6	-2	13	-4%	5	0.4
N#Cc1ccc(CN2CCN(C(=O)CNC(=O)Cc3ccccc3)CC2)cc1	-0.8%	0	4	-3	0	12	.	-2	0.1
Cn1c(SCc2cccc(Br)c2)nc2c1c(=O)[nH]c(=O)n2C	1.2%	-2	0	4	0	-5	0%	-6	-0.7
CCN(CC(=O)Nc1c(F)cccc1F)C(=O)c1cc2ccccc2oc1=O	1.6%	-7	1	11	6	-9	.	-4	0.2
COc1ccc(NC(=O)c2ccc3nc(C)sc3c2)cc1	-2.8%	-3	3	23	3	-17	-2%	57*	0.5
COc1ccc(CCNC(=S)c2ccccc2)cc1OC	2.6%	-4	11	5	9	-27	-11%	1	-1.0
COc1ccc(C(=O)NC2CCCCC2)cc1S(=O)(=O)N1CCOCC1	0.9%	-2	3	-1	8	-2	0%	-3	-0.5
CCN(CC)CCCOc1nc(C)nc2c1oc1ccccc12	5.1%	0	2	1	-5	6	-18%	1	0.7
O=C(Cn1nnc(-c2ccccc2Cl)n1)N/N=C/c1ccc(-c2cccc(Cl)c2)o1	-1.4%	-2	2	.	3	7	-4%	-2	0.2
CCCCCCCC(=O)NNC(=O)c1c(O)c2ccccc2[nH]c1=O	0.0%	1	2	-1	-2	9	-11%	0	0.2
O=C(NCC1CC1)Nc1ccccc1	-2.1%	-8	2	3	-3	1	9%	-2	1.7
NC(=O)c1ccc(NC(=O)CCc2nc3sc4c(c3c(=O)[nH]2)CCCC4)cc1	2.4%	-4	3	-14	1	1	.	3	0.2
CCc1ccc(CN2CCC(C(=O)Nc3ccc(Oc4ccccc4)nc3)CC2)o1	1.1%	-14	37*	-1	-3	-28	-19%	2	1.1
CC1=C(C(=O)OCc2ccccc2)C(c2ccc([N+](=O)[O-])cc2)NC(=O)N1CCCC(=O)O (stereo not drawn)	1.2%	-8	0	.	0	-7	-3%	0	0.2
COc1cccc(C(=O)CSc2nnnn2C2CCCCC2)c1	-0.2%	-1	4	8	23	20	?	2	0.2
Cn1c(COc2cccc3cccnc23)nnc1SCC(=O)O	-1.5%	8	1	2	5	3	-1%	4	0.6
CCCn1nc(C(=O)NNC(=O)Cc2ccc(S(=O)(=O)N3CCOCC3)s2)c2ccccc2c1=O	-0.9%	4	0	-13	-4	10	.	9	-0.7
(further entries)
SMILES	RXFP1 ag	D1 PAM	D1 agonist	RXFP1 antagonist	D2 PAM	D1 antagonist	Apoferritin bind	TRHR PAM	TRHR agonist
COc1cccc(CNc2ccc(N3CCCCC3)cc2)c1OC	-0.8%	-1	-1	-17	6	1	-19%	6	-1.0
CC(C)(C)S(=O)(=O)c1cnc(N2CCCCC2)nc1N	1.1%	-3	2	0	4	-2	-19%	-9	0.4
NC(=NC(=O)c1ccc(OC(F)(F)F)cc1)c1ccc(C(F)(F)F)cn1	0.0%	-1	6	-16	-1	7	-11%	2	1.3
Brc1ccc(-c2nnc(Cc3ccccc3)o2)cc1	3.2%	21	5	-17	1	-10	-11%	3	-0.8
COc1ccc(-c2nn(-c3ccccc3)cc2/C=N/n2cnnc2)cc1OC	5.5%	-2	2	-3	-3	0	-14%	20	-0.8
O=c1cc(O)c2sc3nc4c(c(C(F)(F)F)c3c2[nH]1)CCCCC4	5.2%	-4	3	-20	12	-2	-7%	0	0.4
N#Cc1cnc(Oc2ccc(Cl)cc2)nc1N	2.7%	4	2	-11	.	0	27%	6	-0.4
CC(c1ccccc1)N1C(=O)c2cccnc2C1=O (stereo not drawn)	11%	-1	4	-2	3	5	-9%	-2	-0.2
CC(=O)c1ccc(NCC(=O)N2CCN(S(=O)(=O)c3ccccc3)CC2)cc1	-0.4%	-8	0	-7	.	4	.	-1	-0.3
Cc1oc(C(C)(C)C)cc1C(=O)NCC(=O)NCC(=O)O	-1.3%	4	0	-17	8	-13	-13%	6	0.4
O=C(N/C(=C/c1cccs1)C(=O)N1CCCCCC1)c1ccccc1	-0.5%	5	-1	0	0	3	-2%	3	-0.4
COCC(C)NC(=O)/C=C/c1ccc(OC)cc1 (stereo not drawn)	0.3%	1	-1	-6	6	-10	-4%	2	-0.3
CCc1ccc(NC(=O)COc2ccc(F)cc2C(=O)c2cnn(-c3ccccc3)c2)cc1	1.1%	4	3	16	1	4	8%	-3	0.6
N#Cc1cc2c(nc1SCC(=O)O)CCCC2	2.0%	-2	-2	-12	10	-6	-6%	-3	-0.1
COc1cccc(C(=O)N(Cc2cccnc2)c2nc3c(OC)ccc(C)c3s2)c1OC	3.4%	-2	4	-25	5	.	-2%	0	-0.3
CC1CC(CN)CC(CO)C1 (stereo not drawn)	0.7%	-5	1	-17	-1	8	-3%	5	-0.2
CC1CCN(S(=O)(=O)c2cc(C(=O)N3CCN(c4cccc(Cl)c4)CC3)n(C)c2)CC1	-2.5%	1	1	.	0	3	-5%	-3	0.1
Cc1onc(-c2ccccc2Cl)c1C(=O)N1CCN(Cc2ccc3c(c2)OCO3)CC1	-0.4%	-1	1	-6	8	-6	-7%	7	-1.5
ClC(Cl)(c1nnnn1-c1ccccc1)c1nnnn1-c1ccccc1	1.2%	0	4	-91*	4	5	-7%	-2	1.3
Cc1cc(C)n2nc(C)c(Br)c2n1	5.1%	0	-3	-15	-1	1	-2%	8	0.4
COc1cc(CN2CCNC(=O)C2CC(=O)N2CCc3ccccc3C2)cc(OC)c1 (stereo not drawn)	-0.2%	-1	1	-5	8	-4	-16%	1	1.0
Cc1ccc(NC(=O)C2Cc3ccccc3CN2C(=O)c2ccccc2)cc1Cl (stereo not drawn)	0.5%	-8	5	-5	-13	-20	-3%	-8	0.1
CCC(O)CNC(=O)CCc1nnc(C2(c3ccc(Cl)cc3)CCC2)o1 (stereo not drawn)	0.7%	7	0	5	0	-7	-2%	-1	0.0
CN(C)S(=O)(=O)N(CC(=O)Nc1ccccc1C(F)(F)F)c1ccccc1	0.4%	6	3	.	-1	18	-11%	-9	-0.3
CC1CCc2c(sc(NC(=O)CCCOc3ccc(C(C)(C)C)cc3)c2C(N)=O)C1 (stereo not drawn)	0.3%	0	-2	.	-1	1	-7%	-4	0.5

Retrieved one by one from the entries so far (2):
SMILES	RXFP1 ag	D1 PAM	D1 agonist	RXFP1 antagonist	D2 PAM	D1 antagonist	Apoferritin bind	TRHR PAM	TRHR agonist
CCCc1nc(SCC(=O)N2CCCC2)c2c(=O)n(C)c(=O)n(C)c2n1	8.2%	5	1	-3	-2	7	-6%	2	0.2
O=c1cc(O)c2sc3nc4c(c(C(F)(F)F)c3c2[nH]1)CCCCC4	5.2%	-4	3	-20	12	-2	-7%	0	0.4

(listing goes on)
SMILES	RXFP1 ag	D1 PAM	D1 agonist	RXFP1 antagonist	D2 PAM	D1 antagonist	Apoferritin bind	TRHR PAM	TRHR agonist
COc1ccc(CCNS(=O)(=O)c2ccc(OC)c(OC)c2)cc1OC	-0.7%	-2	2	5	7	9	1%	-5	-0.9
CCc1noc(C)c1C(=O)OCC(=O)Nc1ncc(Cl)cc1Cl	-2.0%	0	3	-8	7	9	-3%	0	0.0
O=C(CN1CCCC1)Nc1ccc(S(=O)(=O)N2CCCCC2)cc1	3.0%	0	5	2	.	13	-17%	-5	-0.8
COc1ccc(C(CC(=O)N2CCCCC2)C(C)C)cc1 (stereo not drawn)	0.6%	6	3	10	-5	9	-2%	-5	-1.5
S=C(Nc1ccccc1)Nc1ccc(Br)cn1	0.2%	-1	-5	-13	-1	-9	-6%	0	-0.5
Cc1ccc(S(=O)(=O)NCCOCCNS(=O)(=O)c2ccc(C)cc2)cc1	0.9%	-8	1	-2	6	-27	-13%	-5	-1.9
Cc1ccc(-n2[nH]c(C)c(C=Nc3ccc(Br)cn3)c2=O)cc1	1.4%	-8	2	0	.	-33*	-16%	0	0.4

Of the compounds above, these contain a Cl atom:
SMILES	RXFP1 ag	D1 PAM	D1 agonist	RXFP1 antagonist	D2 PAM	D1 antagonist	Apoferritin bind	TRHR PAM	TRHR agonist
Cc1cccc(C(=O)NNC(=O)CCC(=O)Nc2cccc(Cl)c2C)c1	-2.4%	8	0	-3	-7	-3	-6%	28	0.0
O=C(Cn1nnc(-c2ccccc2Cl)n1)N/N=C/c1ccc(-c2cccc(Cl)c2)o1	-1.4%	-2	2	.	3	7	-4%	-2	0.2
N#Cc1cnc(Oc2ccc(Cl)cc2)nc1N	2.7%	4	2	-11	.	0	27%	6	-0.4
CC1CCN(S(=O)(=O)c2cc(C(=O)N3CCN(c4cccc(Cl)c4)CC3)n(C)c2)CC1	-2.5%	1	1	.	0	3	-5%	-3	0.1
Cc1onc(-c2ccccc2Cl)c1C(=O)N1CCN(Cc2ccc3c(c2)OCO3)CC1	-0.4%	-1	1	-6	8	-6	-7%	7	-1.5
ClC(Cl)(c1nnnn1-c1ccccc1)c1nnnn1-c1ccccc1	1.2%	0	4	-91*	4	5	-7%	-2	1.3
Cc1ccc(NC(=O)C2Cc3ccccc3CN2C(=O)c2ccccc2)cc1Cl (stereo not drawn)	0.5%	-8	5	-5	-13	-20	-3%	-8	0.1
CCC(O)CNC(=O)CCc1nnc(C2(c3ccc(Cl)cc3)CCC2)o1 (stereo not drawn)	0.7%	7	0	5	0	-7	-2%	-1	0.0
CCc1noc(C)c1C(=O)OCC(=O)Nc1ncc(Cl)cc1Cl	-2.0%	0	3	-8	7	9	-3%	0	0.0
